# GlmU inhibition – inhibition of mycobacterial GlmU enzyme – biochemical, glucosamine-1-phosphate acetyltransferase (AID 1376); M. tuberculosis GlmU acetyltransferase enzyme assay; higher % means a stronger effect; one-dose inhibition, %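 (tested at 30 µM in the primary screen)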; IC50 in µM for titrated hits; hit rate 0.25% among 220,000; in the data active = inhibition above about 13%; inconclusive = no clear call, values can overlap the other calls;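 also: 0% = complete reaction with vehicle and 100% = reaction without substrate; strong numbers were not always called active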
# Mtb RmlCD inh – M. tuberculosis RmlC/RmlD inhibition; P9WH09+P9WH11; RmlC+RmlD coupled enzyme assay, percent inhibition; primary screen in compound mixtures; inhibition, % at 3.6 µM; hit rate 0.03% among 160,000; AID 1533; in the data active = inhibition mostly above about 34%, no sharp cut-off; inconclusive = no clear call, values can overlap the other calls; inactive = mostly below about 22%; also: some results filed as inactive read as strong as hits
# Target sequence (P9WH09 whole entry, looked up): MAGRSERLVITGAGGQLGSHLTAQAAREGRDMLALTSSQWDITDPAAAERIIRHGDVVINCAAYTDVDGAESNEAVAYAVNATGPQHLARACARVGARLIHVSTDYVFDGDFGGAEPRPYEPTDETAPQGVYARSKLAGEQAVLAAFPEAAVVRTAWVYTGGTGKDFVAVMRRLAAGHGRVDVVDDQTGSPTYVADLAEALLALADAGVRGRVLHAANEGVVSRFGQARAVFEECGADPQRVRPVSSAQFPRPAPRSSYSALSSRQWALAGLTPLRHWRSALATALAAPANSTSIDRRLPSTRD
# Target sequence (P9WH11 whole entry, looked up): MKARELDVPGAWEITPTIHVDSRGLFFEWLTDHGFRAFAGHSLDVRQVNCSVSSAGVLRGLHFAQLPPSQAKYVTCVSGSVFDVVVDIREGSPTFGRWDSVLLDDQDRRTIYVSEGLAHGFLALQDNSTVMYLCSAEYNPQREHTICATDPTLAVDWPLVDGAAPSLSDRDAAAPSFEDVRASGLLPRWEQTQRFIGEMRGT
# Starred values were filed as active, the others as inactive; ? = inconclusive; . = not tested or not shown.
SMILES	GlmU inhibition	Mtb RmlCD inh
O=C(O)Cc1ccc2[nH]c3ccc(CC(=O)O)cc3c2c1	1.0%	16.5
O=C(O)C(Cc1ccccc1)N1C(=O)CCC1=O (stereo not given)	7.3%	3.6
COc1cc2c(cc1OC)C(c1ccc3c(c1)OCO3)CC(=O)N2 (stereo not given)	7.0%	20.1
Nn1cnnc1SCC(=O)Nc1ccc(C2CCCCC2)cc1	4.5%	.
Cc1ccc(COc2ccsc2-c2n[nH]c(=S)n2C)cc1	-6.4%	4.2
CC(C)(C)OC(=O)N/N=C/c1ccc(Br)cc1	-0.5%	2.2
Cc1ccc(Cc2nc(-c3ccccn3)no2)cc1	0.6%	40.5
O=C(c1ccccc1Cl)N(C(=O)c1ccccc1Cl)c1nccc(-c2cccs2)n1	-0.5%	-6.2
Cn1cc(/C=C/C(=O)N2CCCC(C(=O)c3ccc(C(C)(C)C)cc3)C2)cn1 (stereo not given)	0.9%	-7.7
COc1ccc(C(=O)OC2CCN(C)CC2)cc1	0.8%	.
CC(C(=O)Nc1ccc(S(=O)(=O)N2CCOCC2)cc1)N(c1ccccc1)S(C)(=O)=O (stereo not given)	2.3%	5.1
O=C(CSc1nnc(-c2cccnc2)n1-c1ccc(SC(F)F)cc1)N1CCCc2ccccc21	-2.9%	-11.7
COCCCn1cnnc1SCc1nc2sc(C(C)=O)c(C)c2c(=O)[nH]1	0.4%	.
CCOc1cc(C(=S)N2CCN(C)CC2)ccc1OCC(=O)N1CCOCC1	6.2%	-3.0
COC(=O)c1cc(NC(=O)c2ccoc2C)cc(C(=O)OC)c1	1.6%	.
Nc1nonc1C(=Nc1ccccc1)NO	3.7%	.
CC(C)c1ccc(N(C(=O)C(F)(F)F)C(C(=O)NC2CCCCC2)c2ccncc2)cc1 (stereo not given)	1.6%	.
COC(=O)c1cccc(NC(=O)Cn2cnc3ccccc3c2=O)c1	1.1%	-1.4
CC(=O)NC(=S)Nc1cc(C(F)(F)F)ccc1N1CCOCC1	3.2%	-4.5
O=C(CNC(=O)c1ccncc1)N/N=C/c1ccc(Br)cc1	-1.1%	4.0
CCOC(=O)c1ccc(NC(=O)CCc2nc(-c3ccc(C)cc3)no2)cc1	.	-4.0
COc1ccc([C@H]2/C=C\CN(C(=O)C3CC3)[C@@H](C)C(=O)N2Cc2ccc(F)cc2)cc1	-0.2%	.
Cc1nn(C)cc1CN(C)C(=O)c1nn2c(c1Cl)NC(c1cccs1)CC2C(F)(F)F (stereo not given)	3.2%	10.5
COc1ccccc1Cn1c(C)nc2ccccc21	-2.2%	-7.4
CS(=O)(=O)c1ccc2nc(NC(=O)c3ccc(=O)[nH]c3)sc2c1	8.1%	.
CSc1nc(Oc2ccc(C)cc2)cc(C(F)(F)F)n1	-2.4%	9.5
COc1ccccc1NC(=O)N1CCCC1C(=O)NCc1ccccc1F (stereo not given)	-1.8%	-3.9
Cc1ccc(CCN2C(=O)c3ccccc3C2C(=O)NCc2cccnc2)cc1 (stereo not given)	0.3%	-6.5
O=C(Cc1ccc(-n2c(=S)[nH]c3ccccc3c2=O)cc1)N1CCN(c2ccccc2)CC1	2.4%	1.0
Cc1ccsc1/C=N/NC(=O)CNC(=O)c1ccco1	1.7%	14.6
c1ccc(CC2CCN(c3nc(N4CCOCC4)nc(N4CCOCC4)n3)CC2)cc1	-1.0%	.
CCOc1ccccc1NC(=O)CSc1ccccc1	-0.1%	.
Cc1ccccc1N1CC2=C(C1=O)C(c1ccccc1)NC(=O)N2C (stereo not given)	5.0%	7.5
CCOCCN1CCC(OC(C)=O)C(C)C1 (stereo not given)	1.1%	16.8
CCN1CCN(C(=O)c2cc(COc3ccc4ncccc4c3)on2)CC1	1.0%	-6.4
CCOCCn1c(CN2CCc3ccccc3C2)nc2c1c(=O)n(C)c(=O)n2C	-4.7%	-16.2
O=C(/C(=C/O)N=Nc1ccccc1)c1ccco1	1.7%	0.2
CCOc1nc(CC)nc(NC(=O)NS(=O)(=O)c2ccccc2Cl)n1	8.4%	.
CSCCC(N=Cc1c(O)n(-c2ccc(Cl)cc2)c(=O)[nH]c1=O)C(=O)OC(C)(C)C (stereo not given)	2.4%	.
CCn1c(O)c(N=NC(=O)c2ccc(CSc3nncn3C)cc2)c2ccccc21	-3.0%	-0.6
CCC(=O)NS(=O)(=O)c1ccc(-c2c(-c3ccccc3)noc2C)cc1	-4.7%	.
CCCCOc1ccc(C(=O)NCc2ccncc2)cc1	-4.2%	.
CC(C)(C)NC(=O)C(c1ccncc1)N(CC1CCCO1)C(=O)Cn1nnc(-c2ccc(F)cc2)n1 (stereo not given)	-0.3%	39.2
CC1(C)Cc2nc3sc(C(N)=O)c(N)c3cc2CO1	0.2%	7.9
Cc1ccc(/C=C2\C(=O)NC(=S)N(c3ccccc3F)C2=O)s1	11.9%	-12.6
CCN(CC)c1ccc(N2C(=O)/C(=C\c3cccnc3)SC2=S)cc1	-2.2%	-15.8
CC[C@@H](C(=O)n1nc(C)cc1C)[C@H](NS(=O)(=O)c1ccc(C)cc1)c1ccccc1	-3.2%	.
Cc1ccccc1C(=O)c1c[nH]c(C(=O)NCCCn2ccnc2)c1	-0.7%	.
CCCCNC(=O)NNC(=O)COc1cccc(C)c1C	6.5%	4.1
O=C(O)C1CC(=O)N(c2ccc(Br)cc2)C1 (stereo not given)	0.8%	8.2
COCCCn1c(SCc2nnc(-c3ccccc3)o2)nc2sc3c(c2c1=O)CCC3	2.2%	-9.8
Cc1ccc(OC(=O)CCC(=O)NC(C)c2ccccc2)cc1 (stereo not given)	3.1%	5.3
CCOC(=O)CN(C(=O)CSc1nnc(CNc2ccc(F)cc2)o1)c1ccccc1	-4.2%	-7.1
Cc1cccc(NC(=O)N[C@@H](C)C(=O)O)c1	-0.3%	-6.8
Cc1cc(NC(=O)CSc2ccc3nnc(-c4ccc(Cl)cc4)n3n2)no1	-0.3%	0.0
COc1cc(-c2nc(S(=O)(=O)c3ccc(Cl)cc3)c(N(C)C)o2)cc(OC)c1OC	-6.0%	-7.6

# A few values from the results shown.
# Mtb RmlCD inh, CCCCNC(=O)NNC(=O)COc1cccc(C)c1C : 4.1
# Mtb RmlCD inh, COCCCn1c(SCc2nnc(-c3ccccc3)o2)nc2sc3c(c2c1=O)CCC3 : -9.8

# Additional entries follow.
SMILES	GlmU inhibition	Mtb RmlCD inh
Cc1ccc(C#N)c(SCc2ccccc2[N+](=O)[O-])n1	9.8%	4.0
COc1ccc(C(=O)/C(=C/O)N=Nc2ccc(F)cc2)cc1	-4.8%	2.3
CCOCCc1c(O)[nH]c(=S)[nH]c1=O	1.6%	?
CC1CN(C(=O)Nc2ccc3c(c2)OCCO3)CC(C)O1 (stereo not given)	1.6%	-15.2
CSc1sc(C#N)c2c1/C(=N\O)CCC2	0.7%	7.1
Cc1cc(C)n(C(=O)c2ccc(NC(=O)CC(C)C)cc2)n1	3.1%	3.3
COc1ccccc1CCNC(=O)/C(=C/c1cccnc1)NC(=O)c1ccccc1	-1.6%	-6.8
O=S(=O)(Nc1ccc2c(c1)OCO2)c1ccc(Br)s1	-2.7%	4.8
COc1cc(NC(=O)CSc2nnc(C)s2)cc(OC)c1OC	-0.1%	12.9
CCOC(=O)CSC1=N/C(=C/c2ccc(-n3cncn3)cc2)C(=O)N1C(C)=O	1.6%	-11.3
CC(C)CC(=O)Nc1ccc(C(=O)COc2ccc(-c3nnco3)cc2)cc1	2.8%	7.0
c1ccc(CCNc2c3c(nc4ncnn24)CCC3)cc1	1.7%	.
Cc1nc(NC(=O)c2ccccc2)sc1-c1csc(NCCc2ccccc2)n1	-2.9%	.
Cc1ccc(CN(CC(=O)NC2CCCC2)C(=O)CSc2nnc(COc3ccccc3)o2)cc1	6.1%	.
COc1cccc(C(=O)CSc2nnc(CNS(=O)(=O)c3ccc(C)cc3)n2C)c1	0.0%	.
CCOc1cc(CN2CCN(C(=O)CC(C)C)CC2)ccc1OC	3.0%	-2.6
O=c1cc(CO)oc(CN2CCN(Cc3ccccc3)CC2)c1O	-5.2%	.
CCOC(=O)c1cc(-c2ccccc2)n(CCC(=O)O)c1C	-1.7%	.
C=CCOc1ccc(Cl)cc1CNCCCN1CCOCC1	-3.5%	11.0
CC(C)(C)C(=O)NNC(=O)CCCOc1ccc(Cl)cc1Cl	4.4%	-9.4
Cc1ccccc1C(=O)NC(=S)Nc1ccc(S(=O)(=O)N(C)c2ccccc2)cc1	-4.1%	15.0
COc1ccc(/C(N)=N/OC(=O)/C=C/c2ccccc2)cc1	-3.7%	.
COC(=O)c1sccc1NC(=O)CC1C(=O)NCCN1C(=O)Nc1ccc(C(F)(F)F)cc1 (stereo not given)	-4.5%	-12.1
CCC(=O)N1N=C(c2c(-c3ccccc3)c3cc(Cl)ccc3[nH]c2=O)CC1c1ccco1 (stereo not given)	2.3%	13.7
Nc1nc(-c2ccccn2)nc(N)c1Cc1c(F)cccc1Cl	-2.4%	3.1
O=C(O)CCN1C(=O)CC(N2C(=O)/C(=C/c3ccc(Cl)cc3)SC2=S)C1=O (stereo not given)	2.7%	-9.3
O=C(CN1CCN(c2ccccc2Cl)CC1)NC1CCCc2ccccc21 (stereo not given)	0.4%	-2.7
CCN(CC)c1ccc(C(=O)OCC(=O)N(C(C)C)C(C)C)cc1	-1.9%	11.5
Cc1nc2ccc(S(=O)(=O)N(C)CC(=O)N3CCc4ccccc4C3)cc2s1	-6.6%	6.5
O=c1[nH]c(=O)n(Cc2ccccc2)c(O)c1C=NCCCO	3.7%	9.4
CCOc1c(C)cc2[nH]c(CCC(=O)O)nc2c1C	1.7%	.
CCOC(=O)C1CCN(c2ccc([N+](=O)[O-])c(C(C)=O)c2)CC1	-1.3%	-3.5
O=C(CCC(=O)N1CCN(S(=O)(=O)c2ccc(Cl)cc2)CC1)NC1CCCc2ccccc21 (stereo not given)	3.9%	.
Cc1onc(-c2ccccc2)c1C(N)=O	-4.0%	.
CC(C)(C)NC(=O)c1ccc2c(c1)CCO2	2.7%	-0.3
O=C(CCc1nc(-c2ccccc2Cl)no1)NCC1CCCO1 (stereo not given)	2.4%	-10.5
CC(C)=CC(=O)N1CCCc2ccccc21	2.1%	11.9
Cc1nn(-c2ccccc2)cc1/C=N/O	-0.7%	-4.5
O=C(Nc1ccccc1N1CCCC1)c1cccc(-c2cc3ccccc3oc2=O)c1	-5.6%	.
CCc1ccc(/C=N/NC(=O)Cc2cccn2C)cc1	2.4%	10.0
O=C(OCCO)c1cc(Cl)c(C(=O)OCCO)cc1Cl	-1.0%	-5.5
CC(C)N(Cc1ccccc1)C(=S)NC(=O)C1(C)CC1(Cl)Cl (stereo not given)	-1.8%	-13.1
CN1CCN(S(=O)(=O)c2ccc(NC(=O)C3CCCO3)cc2)CC1 (stereo not given)	2.7%	.
Cc1onc(C(=O)NN)c1C(=O)Nc1ncc(C(F)(F)F)cc1Cl	0.1%	-0.9
O=C(NCc1ccco1)c1ccccc1NC(=O)C1CC(=O)N(c2ccc(Cl)cc2)C1 (stereo not given)	-4.8%	-11.4
Cc1cc([N+](=O)[O-])nn1CCCC(=O)Nc1sc2c(c1C(N)=O)CCC(C)C2 (stereo not given)	1.8%	5.9
Cc1ccc(-c2cc(C(=O)N/N=C/c3ccco3)[nH]n2)cc1	.	0.6
CCOC(=O)C(Cc1ccccc1)NC(=O)CNC(=O)CNC(=O)OCc1ccccc1 (stereo not given)	1.4%	.
Cn1c(C(=O)N2CCCC(C(=O)NCCN3CCOCC3)C2)cc2sccc21 (stereo not given)	2.5%	.
COc1cc(-c2nc(C(F)(F)F)c(OC)o2)cc(OC)c1OC	0.0%	2.0
C/C(=N\OCc1ccc(C#N)cc1)c1ccccc1	2.3%	7.6
CCOC(=O)c1c(CC(C)C)csc1/N=C/C1C(=O)CCCC1=O	5.2%	3.6
CSc1nc(N2CCOCC2)c2sccc2n1	1.7%	-1.3
CC(C)N(CCn1c(=S)[nH]c2ccccc2c1=O)C(C)C	0.3%	.
CN(C)CCC(=O)c1ccc(Cl)cc1	-2.2%	.
Cc1ccc2c(c1)/C(=N/N1C(=O)c3ccccc3C1=O)C(=O)N2	1.5%	1.5

# Random excerpt: 2 compounds from above, in no set order.
SMILES	GlmU inhibition	Mtb RmlCD inh
CN(C)CCC(=O)c1ccc(Cl)cc1	-2.2%	.
CC(C)N(CCn1c(=S)[nH]c2ccccc2c1=O)C(C)C	0.3%	.

# The listing continues:
SMILES	GlmU inhibition	Mtb RmlCD inh
O=C1C2C(c3ccccc3)C=CC(c3ccccc3)C2C(=O)N1CCCO (stereo not given)	-1.9%	47.9
C=C(C)c1cccc(C(C)(C)NC(=O)N2CCN(c3ncccn3)CC2)c1	1.7%	.
COc1c(F)c(F)c(C(=O)Nc2ccc(N3CCN(C(C)=O)CC3)c(Cl)c2)c(F)c1F	4.1%	.
O=C1c2cccnc2C(Nc2ccc(S(=O)(=O)N3CCCCCC3)cc2)N1Cc1ccccc1 (stereo not given)	1.7%	-2.0
N#CC1=C(N)Oc2c(oc(CO)cc2=O)C1c1ccsc1 (stereo not given)	-2.7%	-5.0
CC(C)CC(=O)Nc1nnc(SCC(=O)Nc2ccc3c(c2)OCO3)s1	-1.9%	-5.6
Cc1cc(C)cc(N=Cc2ccc([N+](=O)[O-])s2)c1	6.2%	34.1
O=C(Cn1c(C(=O)N2CCc3ccccc3C2)cc2sccc21)c1ccccc1	-3.9%	2.1
Cc1cc(CNC(=O)c2cc(Br)ccc2Cl)nn1C	2.2%	.
COc1ccc2c(CC(=O)Nc3ccccc3N3CCOCC3)coc2c1	0.5%	.

# Screening results from PubChem.

# The list is partial. The share of hits here may be higher or lower than overall.
